Nrf2 ARE act: Nrf2 pathway activation. AREc32 ARE-luciferase reporter (MCF7-derived line), luminescence, 24 h. Potency, µM (titrated, usually from 46.1 µM), inactives show at the top dose activation, hits mostly activators. hit rate 0.31% among 410,000; further: potency means the concentration at half of the fitted maximal effect; % of control where 0% means no effect; nearly all actives have a fitted effect of over 65% in size
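Each well held 1000 AREc32 cells, which were incubated with compound for 24 hr at 37 deg C after overnight attachment, and ARE reporter activity was quantified by firefly luciferase luminescence.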
pAkt inh: inhibitors of Akt phosphorylation. Neuro2A IGF-stimulated pAkt S473 HTRF, 20 min; hits give low values. activity change, % for hits at 50 µM. hit rate 0.32% among 360,000. AID 651550; in the data active means activity change below about -80%; inconclusive means mostly about -51% to -80%; further: on the % scale 0 is the no-effect control and ±100 the full control effect
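Neuro2A cells in DMEM with 0.5% FBS, overnight at 37 deg C, given compound at single 50 µM final, then IGF (6 nM final) for 20 min at 37 deg C. Lysed; phospho-Akt Ser473 by HTRF after 24 h, 665/615 ratio.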
Nrf2 block: inhibitors of Nrf2 signaling; A549 ARE-Fluc reporter, luciferase luminescence, 18-24 h; Potency, µM (doses to about 46 µM), for inactives: at the highest dose activity change, negative = inhibition, actives largely listed as inhibitors; AID 504444; hit rate 2.1% among 360,000; further: potency means the concentration at half of the fitted maximal effect; on the % scale 0 is the no-effect control and ±100 the full control effect; nearly all actives have a fitted effect of over 60% in size
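Concentration-response testing used A549 ARE_Fluc cells at 5000 cells/well. Following an 18-24 h compound incubation, viability was read by fluorescence (Ex 405/Em 525) and luciferase output by luminescence.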
A549 tox: A549 cytotoxicity, counter-screen for Nrf2 inhibitors; Potency, µM (doses to about 46 µM), without a hit: at the top dose activity change, negative = cytotoxicity, actives largely listed as inhibitors; AID 504648; A549 ARE-Fluc cells, CellTiter-Fluor viability, 18-24 h; hit rate 0.16% among 390,000; further: potency means the concentration at half of the fitted maximal effect; on the % scale 0 is the no-effect control and ±100 the full control effect
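A549 ARE-Fluc cells in 5% FBS OPTI-MEM, 5000 cells/well, rested 2 h then exposed to compounds in concentration-response for 18-24 h at 37 °C. Viability by CellTiter-Fluor fluorescence (Ex 405/Em 525) after 30 min; luciferase luminescence (BugLite, 15 min, RT) read afterwards.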
TGFb inhibitor: TGF-b pathway inhibition; HepG2 CAGA-GFP TGF-b/SMAD3 reporter, GFP fluorescence, 18 h; TGF-beta stimulated, 500 pg/mL final; Potency, µM (series often up to 46.1 µM), for the others: top-dose activity, negative = inhibition, usual class: inhibitors; hit rate 1.2% among 410,000; further: potency means the concentration at half of the fitted maximal effect; on the % scale 0 is the no-effect control and ±100 the full control effect; nearly all actives have a fitted effect of over 65% in size
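HEPG2 CAGA-GFP, 1000 cells/well; 2 h settle, 37 C; cpd via pin tool; TGF-b 500 pg/mL final; 18 h, 37 C; GFP imaging ex488/em500-530; %Activity normalised to -TGF-b and +DMSO controls; CRC fit, curve class.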
HepG2 viability: counter-screen for TGF-b inhibitors: cytotoxicity in HepG2 cells. HepG2 CAGA-GFP viability, ATP luminescence, 18 h. Potency, µM (titrated, usually from 46.1 µM), inactives show at the highest dose activity change, negative = cytotoxicity, most hits filed as cytotoxic. hit rate 0.76% among 410,000; further: potency means the concentration at half of the fitted maximal effect; some results filed as inactive show a strong effect at the top dose
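HepG2 CAGA-GFP cells (1000/well, DMEM with 1% FBS) received compound, then TGF-beta at 500 pg/mL final, and were incubated 18 hours at 37 degrees C. Viability was read by CellTiter-Glo luminescence. Media-only wells were set as complete cell-killing and DMSO as no toxicity.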
CCT modulator: changes cytosolic chaperonin activity | purified chaperonin ATPase assay, HTRF ADP detection, 30 min | activity change, % (concentration not given with the values), hits read low | hit rate 0.3% among 360,000 | AID 651819; in the data active means activity change below about -30%; further: on the % scale 0 is the no-effect control and ±100 the full control effect
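TRiC at 40 or 20 nM final (batch-dependent) in 30 mM Tris pH 7.4, 100 mM KCl, 5 mM MgCl2, 1 mM DTT, with compound at single 76 uM and 10 uM ATP, 30 min at 37 deg C. ADP detected by HTRF Transcreener, 665/615 ratio.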
MmCpn inh: M. maripaludis TRiC chaperonin inhibition. purified Mm-Cpn ATPase, ADP Transcreener TR-FRET. Potency, µM (titrated, usually from 76.9 µM), without a hit: at the highest dose activity, negative = inhibition, most hits filed as inhibitors. hit rate 0.031% among 330,000. AID 504842; further: potency means the concentration at half of the fitted maximal effect; on the % scale 0 is the no-effect control and ±100 the full control effect; nearly all actives have a fitted effect of over 80% in size
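25 nM Mm-CPN + cpd, 10 min 37°C; + 10 uM ATP, 30 min 37°C; buffer 30 mM Tris pH 7.4, 100 mM KCl, 5 mM MgCl2, 1 mM DTT; Transcreener ADP HTRF detection 30 min RT.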
S2 tox: cell viability loss in ATXN counter-screen | hit rate 0.49% among 400,000 | Potency, µM (series often up to 56.7 µM), actives largely listed as cytotoxic | AID 651635 | S2 cells (HEK-293 line with an ATXN2-luciferase reporter) viability, CellTiter-Fluor protease fluorescence, 24 h; further: potency means the concentration at half of the fitted maximal effect; nearly all actives have a fitted effect of over 40% in size
The depositor's hits bear a star; i = inactive; ? = inconclusive; nt = not tested or not shown; [ ] = dose if it differs, or a comment. Unless noted, the call rests on the fitted dose curve; in most records, active means well fitted curve in the direction sought with a large enough effect; inconclusive means small, poorly fitted or top-dose-only effect, or another doubt; inactive means no such curve, though single readings can be large; an effect the other way counts as inactive or inconclusive.

SMILES	Nrf2 ARE act	pAkt inh	Nrf2 block	A549 tox	TGFb inhibitor	HepG2 viability	CCT modulator	MmCpn inh	S2 tox
COC(=O)CNC(=O)c1cccc(-c2ccc(OC)cc2)c1	0.0%	i	16%	0%	-1%	-18%	-1.4	3%	i
CCOC(=O)c1sc(NC(=O)CN2C(=O)NC3(CC(C)CC(C)(C)C3)C2=O)cc1C (stereo unspecified)	2.1%	i	?	?	?	-47%	4.3	0%	i
O=C(/C=C/c1ccc(Cl)cc1Cl)N(Cc1ccccc1)C1CCS(=O)(=O)C1 (stereo unspecified)	-0.8%[9.22 µM]	i	-25%	-5%	-7%	13%	-4.0	-1%	i
O=C(O)C1CCN(C(=O)c2ccccc2Cl)CC1	0.4%	i	0%	1%	-10%	-4%	-0.8	-1%	i
COc1ccccc1N1CCN(C(=O)CSc2nnc(NC(=O)C3CC3)s2)CC1	-0.7%	i	?	-14%	?	-34%	-3.3	-1%	i
CCCCC1=C(C(=O)OCC)C(C(=O)OCC)Oc2ccccc21 (stereo unspecified)	3.2%	i	15%	9%	?	-34%	-0.2	0%	i
CCC(C)[C@H](NC(=O)NC1CCCc2ccccc21)C(=O)O (stereo partly specified)	-0.4%	i	11%	16%	23%	-39%	-1.5	0%	i
O=C(NCCCO)C(=O)Nc1cc2c3c(c1)CCC(=O)N3CCC2	0.4%	nt	?	1%	19%	8%	-1.4	-2%	i
COc1cccc(OC)c1C(=O)Nc1ccc(CN2CCOCC2)cc1	-0.6%	i	10%	-2%	-2%	1%	2.2	-8%	i
COC(=O)CNC(c1ccccc1)c1cc(Br)ccc1NC(C)=O (stereo unspecified)	-0.6%	i	?	2%	5%	3%	-2.4	1%	i
CCn1c(SCC(=O)NC2CCCC2)nnc1-c1ccccn1	-0.5%	i	-22%	-6%	2%	-14%	-30	-3%	i
CCOC(=O)C1=C(CSc2nc3c(cc2C#N)CN(C)CC3)OC(N)=C(C#N)C1c1ccncc1 (stereo unspecified)	2.7%	i	4%	-3%	?	-9%	-2.3	-4%	i
Cn1cccc1/C=C(\C#N)C(N)=S	0.2%	i	-6%	-6%	4%	26%	-1.3	-1%	i
CCCc1nc2c([nH]1)c(=O)n(C)c(=O)n2C	-0.1%	i	13%	3%	2%	-4%	1.3	-2%	i
O=C1NC(=O)/C(=C\c2ccc(N3CCOCC3)o2)N1	-0.6%	i	-7%	-6%	-3%	-5%	-4.7	3%	i
Cc1cc(C)c(C)c(S(=O)(=O)N2CCN(c3ncnc4sc(C)c(C)c34)CC2)c1C	1.8%	i	2%	1%	11%	48%	-1.3	?	i
COc1cc(C(=O)OCC(=O)c2cc(C)n(C)c2C)cc(OC)c1OC	-0.4%	i	-30%	-12%	-5%	-19%	-3.9	1%	i
O=C1C=C(c2cccc(CO)c2)C[C@@H](c2ccc(F)cc2)C1	2.2%	i	9%	1%	2%	-15%	-1.2	1%	i
CCOc1cccc(/C=C(\C#N)C(=O)NC2CC2)c1	-0.1%	i	1%	9%	0%	-22%	0.7	nt	i
Cc1cc(C)n(-c2n[nH]c(=O)c3ccccc23)n1	0.3%	i	1%	?	5%	-1%	-1.5	-2%	i
COc1ccc(C(=O)Nc2ccc(S(=O)(=O)NC(C)(C)C)cc2)cc1[N+](=O)[O-]	3.0%	i	?	-9%	0%	-2%	-1.2	1%	?
c1ccc(CSc2nnc([C@@H]3CCCN3)o2)cc1	0.2%	nt	-18%	-6%	13%	0%	-0.4	0%	nt
COc1cccc(N=Nc2c(=O)[nH]n3c(=O)cc(C)[nH]c23)c1	4.8%	nt	17%	?	1%	-13%	-2.8	0%	i
CCCCNC(=O)CN1C(=O)NC(CCc2ccccc2)C1=O (stereo unspecified)	0.2%	i	11%	1%	-26%	-2%	0.2	0%	i
CCOCCCNC(=O)CN1C(=O)c2c(c3ccccc3n2C)C1c1ccc(OC)cc1 (stereo unspecified)	4.1%	nt	5%	3%	-21%	-2%	nt	nt	nt
COc1ccc(C(CC(=O)c2ccc(C)cc2)Sc2ccccc2N)cc1 (stereo unspecified)	?	i	nt	nt	7%	-33%	1.7	nt	?
O=C(O)/C=C/c1ccc(Oc2ncccn2)cc1	-0.4%	i	0%	3%	-2%	-22%	-3.2	1%	i
Cc1ccc(NN=C2c3ccccc3-c3ccccc32)cc1	24%	i	?	-7%	-20%	-28%	1.4	0%	i
COC(=O)C1=C(Nc2ccc(C)cc2)C=C(C)C(C(=O)OC)C1c1ccc(OC)cc1 (stereo unspecified)	-0.6%	i	-26%	nt	0%	-22%	-1.7	-3%	i
Cc1ccc2nc(-c3ccc(SCC(=O)O)nc3)[nH]c2c1	-0.5%	i	-1%	1%	7%	-17%	-1.2	-5%	i
N#Cc1cc2c([nH]c1=O)CCCC2	-0.5%	i	-17%	-1%	10%	21%	0.4	-3%	i
COc1ccc(-n2c(SCC(=O)O)nc3sc4c(c3c2=O)CCCC4)cc1	0.1%	i	-8%	-8%	0%	4%	-0.6	0%	i
CCN1C(=O)C(O)(CC(=O)C(C)(C)C)c2cc(Br)ccc21 (stereo unspecified)	-0.5%	i	4%	-5%	5%	4%	-0.4	-4%	i
COc1ccc(C(=O)NNC(=O)C(NC(=O)c2ccccc2NC(=O)c2ccco2)C(C)C)cc1 (stereo unspecified)	0.5%	i	-6%	-4%	-8%	-1%	-0.6	-10%	i
O=C1CCC(C(=O)N2CCN(c3ccccc3)CC2)CN1Cc1ccc(Cl)cc1 (stereo unspecified)	0.3%	i	nt	nt	-15%	-24%	-0.8	nt	i
O=C1Nc2ccc3sc4ccccc4c3c2C1=O	0.2%	i	-7%	-15%	5%	9%	-3.3	-1%[15.4 µM]	i
CC(C)CCNC(=O)C1C2C=CC3(CN(Cc4ccccc4Cl)C(=O)C13)O2 (stereo unspecified)	-0.4%	i	-8%	-11%	-33%	-24%	0.2	-1%	i
O=C(COC(=O)CCC(=O)c1ccc(F)cc1)Nc1cccc(S(=O)(=O)N2CCCC2)c1	0.4%	i	4%	8%	-4%	29%	2.5	0%	i
COC(=O)c1ccc(CNC(=O)CN(CCC(C)C)S(=O)(=O)c2ccc3c(c2)OCCO3)cc1	3.2%	i	2%	-2%	8%	-6%	-0.9	1%	i
Cc1cccc(-n2cc[nH]c2=S)c1C	1.9%	i	15%	-4%	-6%	10%	-0.8	-1%	i
COc1cc[n+]([O-])cc1[N+](=O)[O-]	-0.1%	i	4%	4%	-5%	-8%	-3.0	nt	i
FCc1nc2nc(Cl)c(Cl)nc2[nH]1	0.1%	i	nt	nt	1%	-3%	-0.1	nt	i
c1ccc2c(c1)C1=NCCN1c1ccccc1-2	-4.6%	i	nt	nt	10µM*	-24%	-0.1	nt	i
CC(=O)n1cc(C(C[N+](=O)[O-])SCCN)c2ccccc21 (stereo unspecified)	?	i	?	nt	?	-95%	-1.5	1%	nt
Cc1ccc(S(=O)(=O)CC(=O)N2CCOCC2)cc1	0.2%	i	6%	-17%	-14%	1%	-0.7	-6%	i

One compound at a time, from the list above.
Shown for `CC(C)CCNC(=O)C1C2C=CC3(CN(Cc4ccccc4Cl)C(=O)C13)O2` (stereo unspecified) = Nrf2 ARE act: -0.4%; pAkt inh: i; Nrf2 block: -8%; A549 tox: -11%; TGFb inhibitor: -33%; HepG2 viability: -24%; CCT modulator: 0.2; MmCpn inh: -1%; S2 tox: i
Shown for `c1ccc2c(c1)C1=NCCN1c1ccccc1-2` = Nrf2 ARE act: -4.6%; pAkt inh: i; Nrf2 block: nt; A549 tox: nt; TGFb inhibitor: 10µM*; HepG2 viability: -24%; CCT modulator: -0.1; MmCpn inh: nt; S2 tox: i

Back to the main list, repeating the 3 entries before the break.
SMILES	Nrf2 ARE act	pAkt inh	Nrf2 block	A549 tox	TGFb inhibitor	HepG2 viability	CCT modulator	MmCpn inh	S2 tox
c1ccc2c(c1)C1=NCCN1c1ccccc1-2	-4.6%	i	nt	nt	10µM*	-24%	-0.1	nt	i
CC(=O)n1cc(C(C[N+](=O)[O-])SCCN)c2ccccc21 (stereo unspecified)	?	i	?	nt	?	-95%	-1.5	1%	nt
Cc1ccc(S(=O)(=O)CC(=O)N2CCOCC2)cc1	0.2%	i	6%	-17%	-14%	1%	-0.7	-6%	i
Nc1nc2c(nc(Br)n2[C@@H]2O[C@@H]3COP(=O)(O)O[C@H]3[C@H]2O)c(=O)[nH]1	-0.4%	i	?	-3%	-16%	-10%	0.4	nt	i
Cc1ccc(C(=O)Nc2nnc(-c3ccncc3)s2)o1	0.2%	i	7%	5%	8%	3%	-1.8	-3%	i
O=C(CCc1ccccc1)N1CCc2c([nH]c3ccccc23)C1c1ccc(Cl)cc1 (stereo unspecified)	3.5%	nt	nt	-10%	-15%	-31%	nt	nt	nt
CCCC1(C(=O)OCC)NC(c2ccco2)C2C(=O)N(C)C(=O)C21 (stereo unspecified)	-0.2%	i	0%	-10%	-12%	3%	1.2	2%	i
Cc1cc(C(=O)N/N=C/c2cccn2C)n[nH]1	2.5%	i	6%	7%	-7%	-10%	-1.0	3%	i
O=C(NCCCN1CCOCC1)c1ccccc1NS(=O)(=O)c1ccc(F)cc1	0.0%	i	12%	-4%	0%	7%	-4.5	-1%	i
Cc1cccc(C)c1OCC(O)CNC(C)c1ccccc1 (stereo unspecified)	-0.3%	i	-20%	-5%	?	-32%	-1.9	1%	nt

Only Nrf2 ARE act (2 entries from above):
SMILES | Nrf2 ARE act
O=C(NCCCO)C(=O)Nc1cc2c3c(c1)CCC(=O)N3CCC2 | 0.4%
COc1cccc(OC)c1C(=O)Nc1ccc(CN2CCOCC2)cc1 | -0.6%
